S1P2 antag: human S1P2 receptor antagonists, primary screen, cell-based. Sphingosine 1-phosphate receptor 2 (Homo sapiens), O95136. cell-based S1P2 antagonist assay, inhibition at 5 uM. inhibition, % at 5 µM. actives 0.21% (n = 97,000). AID 736, 2007; in the data active means inhibition above about 45%;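 further: CRE beta-lactamase reporter cells expressing human S1P2 stimulated with S1P; 0% = agonist at EC80 alone and 100% = agonist plus reference antagonist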
Target sequence (O95136 whole entry, looked up): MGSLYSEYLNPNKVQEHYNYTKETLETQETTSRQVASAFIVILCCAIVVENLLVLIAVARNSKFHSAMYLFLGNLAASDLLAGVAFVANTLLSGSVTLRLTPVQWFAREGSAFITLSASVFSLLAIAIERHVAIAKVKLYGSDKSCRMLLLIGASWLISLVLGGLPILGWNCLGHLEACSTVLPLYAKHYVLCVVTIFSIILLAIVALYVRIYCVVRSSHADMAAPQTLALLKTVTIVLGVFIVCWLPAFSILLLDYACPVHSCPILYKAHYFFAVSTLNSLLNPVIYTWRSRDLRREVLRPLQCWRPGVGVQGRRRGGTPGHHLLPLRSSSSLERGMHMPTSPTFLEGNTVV
Plk1 PBD FP: Plk1 polo box domain binding inhibitors, primary screen, biochemical, fluorescence polarization. Serine/threonine-protein kinase PLK1 (Homo sapiens), P53350. Plk1 PBD phosphopeptide binding. inhibition, %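 (tested at about 20 µM)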. actives 0.13% (n = 97,000). AID 693, 2007; in the data active means inhibition above about 34%, passing the limit was not always enough
Target sequence (P53350 whole entry, looked up, the tested form may be a part): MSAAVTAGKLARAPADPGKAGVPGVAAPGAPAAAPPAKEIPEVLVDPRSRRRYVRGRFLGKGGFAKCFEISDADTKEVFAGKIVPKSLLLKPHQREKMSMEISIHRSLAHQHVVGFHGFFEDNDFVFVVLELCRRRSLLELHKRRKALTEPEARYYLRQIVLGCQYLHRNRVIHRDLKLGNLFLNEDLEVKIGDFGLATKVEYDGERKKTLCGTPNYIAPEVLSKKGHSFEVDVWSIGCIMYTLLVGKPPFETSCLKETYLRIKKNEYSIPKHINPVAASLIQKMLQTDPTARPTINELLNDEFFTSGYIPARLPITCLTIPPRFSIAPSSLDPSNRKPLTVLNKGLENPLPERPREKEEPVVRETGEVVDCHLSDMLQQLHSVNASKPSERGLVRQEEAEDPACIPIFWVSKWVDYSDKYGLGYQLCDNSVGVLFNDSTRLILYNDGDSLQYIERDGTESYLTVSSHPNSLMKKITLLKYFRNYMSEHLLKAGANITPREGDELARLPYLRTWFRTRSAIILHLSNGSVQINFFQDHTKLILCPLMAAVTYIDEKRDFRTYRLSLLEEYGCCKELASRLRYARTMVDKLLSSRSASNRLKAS
FAK inh: FAK kinase inhibitors, primary screen, biochemical; Focal adhesion kinase 1 (Homo sapiens), Q05397; inhibition, %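 (tested at 7 µM)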; AID 727, 2007; biochemical FAK kinase activity assay; actives 0.84% (n = 97,000); in the data active means inhibition above about 19%;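 further: 0% = DMSO and 100% = reference compound high control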
S1P2 agonist: S1P2 receptor agonists, primary screen, cell-based; S1P2-expressing cell line, agonist reporter read-out; Sphingosine 1-phosphate receptor 2 (Homo sapiens), O95136; actives 0.46% (n = 97,000); activation, % at 4.5 µM; in the data active means activation above about 16%;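 further: 0% = vehicle low control and 100% = maximal reference agonist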
Rev-RRE block: HIV-1 Rev-RRE binding inhibitors, primary screen, biochemical, FRET, protein-RNA interaction; P05866; Rev peptide-RRE RNA binding; inhibition, % at 8 µM; actives 0.79% (n = 97,000); AID 704, 2007;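 active means inhibition above the screen-wide mean plus 3 SD, cut at about 35% in these data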;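 further: 0% = median DMSO wells and 100% = median Neomycin B control wells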
Target sequence (P05866 whole entry, looked up): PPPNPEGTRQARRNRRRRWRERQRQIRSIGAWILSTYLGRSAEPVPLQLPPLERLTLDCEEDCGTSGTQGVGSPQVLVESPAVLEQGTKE
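Assay system: Rev peptide and RRE RNA, both fluorescently labelled; times: 5 min preincubation and 15 min binding, 25 °C; detection: FRET, ex 480 nm, em 540 and 671 nm; read-out basis: % inhibition from 671/540 nm acceptor-to-donor ratio, scaled between controls; benchmarks: DMSO low control, neomycin B high control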
PLK1 inh: human PLK1 kinase inhibitors, primary screen, biochemical, TR-FRET; Serine/threonine-protein kinase PLK1 (Homo sapiens), P53350; recombinant PLK1 kinase, TR-FRET peptide phosphorylation; inhibition, % at 10 µM; actives 0.53% (n = 97,000);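 active means inhibition of 50% or more in the single-concentration screen; inactive means inhibition below 50%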;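 further: 0% = DMSO max control and 100% = H-89 dihydrochloride min control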
EphB4 antag: EphB4-ephrin-B2 interaction antagonists, primary screen, biochemical, TNYL-RAW peptide probe, fluorescence polarization; actives 0.15% (n = 97,000); inhibition, % at 7 µM; EphB4 LBD / TNYL-RAW-Alexa532 peptide; Ephrin type-B receptor 4 (Homo sapiens), P54760; AID 720, 2007;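 active means inhibition above the screen-wide mean inhibition plus 3 SD, cut at about 15% in these data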;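 further: 0% = DMSO wells and 100% = excess unlabeled TNYL-RAW peptide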
MT1-MMP txn act: MT1-MMP promoter reporter activation – cell-based, luciferase luminescence, primary screen. HT1080 MT1-MMP promoter luciferase reporter, overnight; hits give high values. activation factor at 10 µM. actives 0.16% (n = 86,000);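 active means activation factor of at least 2 for MT1-MMP transcription at 10 µM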
PLAP act: PLAP enzyme activators, biochemical, luminescence, HTS; purified PLAP enzyme, luminescent substrate read-out; hits give high values; AID 696, 2007; actives 1.2% (n = 96,000); Alkaline phosphatase, placental type (Homo sapiens), P05187; activation fold at 20 µM; in the data active means activation fold above about 2
* marks the source's active call; other numbers are inactive results; / = no result given.

SMILES	S1P2 antag	Plk1 PBD FP	FAK inh	S1P2 agonist	Rev-RRE block	PLK1 inh	EphB4 antag	MT1-MMP txn act	PLAP act
COC(=O)C1(S(=O)(=O)c2cc(Br)cc3c2N(C(C)=O)CC3)CC1	7	24	1	-3	5	-2	-1	1	1.2
FC(F)(F)c1cc(-c2ccco2)nc(NCc2cccs2)n1	1	-11	3	-6	23	-7	1	1.2	1.2
COc1ccc(S(=O)(=O)N(CC(=O)NC2CC2)C2CCCCC2)cc1Cl	25	-21	0	-3	20	-2	-2	1.1	1.3
Cc1cccc(/C=N\NC(=O)c2csnn2)c1	15	23	6	-2	10	-4	4	/	0.9
CCCN(CC(=O)Nc1c(C)cccc1CC)C(=O)SCC	5	-1	1	-5	6	-12	2	/	1.1
COCc1c(C(N)=O)nnn1-c1nonc1N	24	-1	3	-5	10	-8	2	1	1.1
COC(=O)CSc1nc2c(c(-c3ccco3)c1C#N)CCCC2	-11	17	0	-6	10	5	-3	1.1	1.7
Cc1ccc(S(=O)(=O)/N=C/c2ccco2)cc1	16	-10	2	-1	4	-13	3	1	0.9
Cc1csc2ncc(C(=O)N(Cc3ccccc3)c3ccccn3)c(=O)n12	6	-14	-2	-1	-1	-5	-6	/	0.9
Cc1cc(NC(=O)c2ccc(Cl)cc2)no1	-1	20	-2	-2	2	-12	-4	1.2	0.8
Cn1c(NN)nc2sc3c(c2c1=O)CC(C)(C)OC3	-4	-4	0	-3	4	-8	0	1.1	/
O=C(NC(=S)N1CCCCC1)c1cccnc1	9	-13	-1	0	6	-18	1	0.9	0.9
CC1CC(C)CN(C(=O)CSc2nc3ccsc3c(=O)n2Cc2ccccn2)C1 (stereo unspecified)	-24	2	1	-8	5	-10	-3	1.3	1.4
Cc1cc(C(=O)Nc2ccc(S(=O)(=O)Nc3onc(C)c3C)cc2)cs1	-14	2	-1	-2	1	-16	-3	1	/
COc1ccccc1NC(=O)CN1CCN(c2ccc(Cl)cc2)CC1	-20	25	0	-4	6	1	-14	1.1	1
COc1ccc(-c2noc(CCC(=O)Nc3cc(OC)ccc3OC)n2)cc1	-5	-6	1	-3	3	-8	0	/	1.7
COC(=O)Sc1nc(N2CCOCC2)c2c(c1C#N)CC(C)(C)OC2	-11	-5	-1	-1	2	-14	-4	1	1.5
Oc1c(-c2cc(-c3ccco3)[nH]n2)ccc2ccccc12	5	-1	-3	-2	2	-4	-4	1.8	1.9
Cc1onc(-c2ccccc2Cl)c1C(=O)Nc1ccc(CN2CCCC2)cc1	5	6	1	-1	-1	0	-4	0.9	1.7
CCC(=O)Nc1cc(Cl)ccc1N1CCN(C(=O)CC)CC1	-4	6	0	3	4	-13	-2	1.1	1.1
COc1ccc(CCN2CC34C=CC(O3)C(C(=O)NCc3ccccc3Cl)C4C2=O)cc1OC (stereo unspecified)	-20	3	0	-2	-4	4	4	1.1	1.5
CCn1c(SCC(=O)NCc2ccco2)nnc1-c1c[nH]c2ccccc12	-12	-13	0	-3	5	-9	8	1.1	0.8
Cc1ccc(-c2csc(N(CCCN3CCOCC3)C(=O)c3ccco3)n2)cc1	-2	-11	0	-2	5	-5	-1	1.3	1.6
CC1CCN(C(=O)CSc2ccc(-c3ccc(F)cc3)nn2)CC1	24	2	0	-2	8	36	4	1.1	0.9
O=C(O)CCc1ccc(-c2ccccc2)n1NC(=O)c1ccco1	1	-9	-2	-4	6	-6	-7	1.1	1.3
COC(=O)C(Cc1ccc(O)cc1)NC(=O)C(C)Oc1ccccc1 (stereo unspecified)	-15	17	1	0	3	-10	-4	1	0.7
Cc1ccccc1Nc1nc(N)nc(CSCc2c(C)noc2C)n1	-1	16	1	-7	-1	-24	-7	1	1.2
CCOC(=O)c1c(C)[nH]c(C)c1C(=O)COC(=O)CNC(=O)c1ccc(OCC)cc1	-15	10	-2	1	5	-13	8	1.1	0.7
CC(C)C12CN3CC(C(C)C)(CN(C1)C3c1ccccc1O)C2=O (stereo unspecified)	-3	-18	-2	-7	9	2	-6	1.1	1.1
Cn1c2ccccc2c2cc(C(=O)N3CCN(CCO)CC3)sc21	20	-23	-2	-2	8	-9	12	/	1.2

Results in FAK inh, PLK1 inh and MT1-MMP txn act (5 entries from above):
molecule	FAK inh	PLK1 inh	MT1-MMP txn act
CC1CCN(C(=O)CSc2ccc(-c3ccc(F)cc3)nn2)CC1	0	36	1.1
CC(C)C12CN3CC(C(C)C)(CN(C1)C3c1ccccc1O)C2=O (stereo unspecified)	-2	2	1.1
CCn1c(SCC(=O)NCc2ccco2)nnc1-c1c[nH]c2ccccc12	0	-9	1.1
CCOC(=O)c1c(C)[nH]c(C)c1C(=O)COC(=O)CNC(=O)c1ccc(OCC)cc1	-2	-13	1.1
Cc1ccc(-c2csc(N(CCCN3CCOCC3)C(=O)c3ccco3)n2)cc1	0	-5	1.3

Following part
SMILES	S1P2 antag	Plk1 PBD FP	FAK inh	S1P2 agonist	Rev-RRE block	PLK1 inh	EphB4 antag	MT1-MMP txn act	PLAP act
CCC(=O)c1cc(F)c(N2CCN(C(=O)Cc3ccccc3)CC2)cc1C	25	-14	0	-2	10	-9	3	1.3	1.6
CCOC(=O)c1ccc(N2C(=O)c3n[nH]c(C)c3C2c2cccnc2)cc1 (stereo unspecified)	19	-9	5	0	7	-6	6	1	2.3*
Cc1ccc(Nc2nc(N)nc(CSc3nnc(-c4ccncc4)o3)n2)cc1	-21	-9	0	1	1	-11	0	1.4	0.8
COc1cc(/C=C2\N=C3CCCCCN3C2=O)ccc1O	0	-87	0	-2	8	-12	-2	/	0.5
COC(=O)c1ccc(NC(=O)C2CCCN2S(=O)(=O)c2ccc(F)cc2)cc1 (stereo unspecified)	28	-9	-2	-5	1	-4	8	1	/
COc1cccc(Nc2nc(NCCO)c3ccccc3n2)c1	2	23	2	-7	-12	-7	-4	/	1
C1CCN(c2c3c(nc4nnnn24)CCCC3)CC1	2	-5	1	-5	7	-10	7	1.1	1.1
CN(/C=C/C(=O)C(F)(F)F)Cc1ccccc1	3	-5	0	-7	11	-10	3	/	0.9
Cc1cccc(CSc2nc3c(cc2C#N)CCC3)c1	-9	28	-3	-1	5	-21	6	1	/
COC(=O)C1=C(C)NC(C)=C(C(=O)OC)C1c1cc2cc(C)ccc2[nH]c1=O	10	17	-3	-5	9	1	7	1	1.4

Two entries from above, with two lines to a compound:
Below each compound: S1P2 antag, Plk1 PBD FP, FAK inh, S1P2 agonist, Rev-RRE block, PLK1 inh, EphB4 antag, MT1-MMP txn act, PLAP act
C1CCN(c2c3c(nc4nnnn24)CCCC3)CC1
  2, -5, 1, -5, 7, -10, 7, 1.1, 1.1
CN(/C=C/C(=O)C(F)(F)F)Cc1ccccc1
  3, -5, 0, -7, 11, -10, 3, /, 0.9

Following part.
SMILES	S1P2 antag	Plk1 PBD FP	FAK inh	S1P2 agonist	Rev-RRE block	PLK1 inh	EphB4 antag	MT1-MMP txn act	PLAP act
CCOC(=O)c1nn(-c2ccccc2)c2nc(Nc3ccccc3)cc(=O)n12	-4	-31	1	-2	3	-9	3	/	1.4
CC(=O)Nc1ccc(S(=O)(=O)N2CCc3c(Cl)cccc3C2)cc1	12	16	-3	-4	2	1	1	/	0.8
O=C(NC1CCCCC1)c1sc(=S)n2c1[nH]c(=O)c1ccccc12	12	1	-18	-7	3	-6	4	1	1.3
O=C1CC(c2ccco2)CC(O)=C1C=NCCN1CCNCC1 (stereo unspecified)	14	0	1	-2	1	3	-6	1	1.2
O=C(Nc1ccc2c(c1)OCO2)c1cc2n(n1)C(C(F)(F)F)CC(c1ccccc1)N2 (stereo unspecified)	11	-11	-1	-5	10	-1	-6	1.1	0.9
C/C(=N\O)c1c(C)c2ccccc2n1C	-20	-14	3	-4	1	9	0	1.1	0.9
COc1cc(-c2nc3ccccn3c2NCC2CCCO2)ccc1O (stereo unspecified)	39	8	-3	-9	22	-14	8	1.1	0.7
COCc1nnc(NC(=O)c2ccc(S(=O)(=O)N3CCCCCC3)cc2)o1	-10	-13	-2	0	4	-3	-5	1.2	1.4
CN(C)C(CNC(=O)CSc1nnc(-c2ccco2)o1)c1ccccc1 (stereo unspecified)	19	-4	-4	-10	3	4	-3	1.1	/
CCn1nnnc1SCC(=O)Nc1cc(C)on1	-7	1	0	-5	11	-6	-3	1.1	/
CC(=O)c1cccc(NC(=O)c2ccc(N(Cc3ccc(C)cc3)S(C)(=O)=O)cc2)c1	14	4	0	-36	12	-11	-2	1	1.3
CC(C)n1c(Nn2cnnc2)nc2ccccc21	-8	10	2	-3	7	-12	2	1.1	1.1
CC1Cc2ccccc2N1C(=O)c1ccnc(C(C)(C)C)c1 (stereo unspecified)	-28	13	-2	-3	1	-11	1	1.1	1.1
COc1cc(/C=N/NC(=O)CNC(=O)c2ccccc2)ccc1OC(=O)c1cccs1	1	-9	-6	-6	3	6	4	/	1
Cc1ccc(NC(=O)CSc2nc3ccccc3c3nc4ccccc4n23)cc1	8	0	-2	-5	4	-13	-1	/	1.3
Cc1[nH]n(-c2ccc([N+](=O)[O-])cc2)c(=O)c1C=NCCN1CCN(C(=O)c2ccc(Br)cc2)CC1	-12	-14	0	-2	-1	2	-2	1.2	1.2
COc1ccc(-c2nnn(CC(=O)NC3CCCc4ccccc43)n2)cc1OC (stereo unspecified)	14	14	3	-4	1	-13	1	1.1	1.1
Nc1cc(OC(=O)c2cccs2)nn1S(=O)(=O)c1ccc(F)cc1	2	8	1	-8	0	-14	1	1.3	1.1
Cc1nc2ccc(C(=O)O)cc2c2c1CC(C)S2 (stereo unspecified)	-9	-3	-1	-2	6	0	0	0.9	1.3
Cc1cc(C)n(-c2nc3ccccc3nc2Nc2ccc3[nH]c(=O)[nH]c3c2)n1	14	8	-2	-4	13	-11	0	1	0.9
O=C(C1=C(O)C(=O)N(c2ncccn2)C1c1ccc(Cl)c(Cl)c1)c1ccco1 (stereo unspecified)	-8	0	2	-2	51*	-17	-5	1	1.4
CCCCn1c(CN(Cc2ccccc2)Cc2ccccc2)nc2c1c(=O)n(C)c(=O)n2C	-11	30	4	0	3	-4	-7	1.2	/
COc1cc(C(c2c(C)[nH][nH]c2=O)c2c(C)[nH][nH]c2=O)ccc1OS(=O)(=O)c1ccccc1	-4	-26	0	-2	-1	-9	2	1.1	2.5*
CCOc1ccc(Nc2nc(Cc3nnc(SCC(=O)NC4CCCC4)n3C)cs2)cc1	0	3	15	-2	1	-10	0	/	1.6
COc1ccc(S(=O)(=O)N2CCCN(Cc3cccc(F)c3)CC2)cc1	-3	5	-2	-1	7	-11	-3	1.1	1.1
C(=N\n1cnnc1)/c1ccc2ncccc2c1	14	5	-8	-5	0	1	-3	1.1	0.9
CCOC(=O)COc1ccc2nsnc2c1	-2	7	-1	-3	7	-3	-1	1	1
CCN(CC)CCNc1nc2ccccc2n1C	12	-1	1	-2	3	-10	2	1.1	1
Fc1ccc(CSc2nc3ncccc3[nH]2)cc1	-6	1	-1	1	6	-10	-7	1.2	/
O=C(CCS(=O)(=O)c1cccs1)Nc1ccc(C(=O)NCc2ccccc2)cc1	8	-23	0	-2	1	0	-1	/	0.8
Cc1ccc(S(=O)(=O)Cc2ccc(C(=O)NCCCN3CCCC3=O)o2)cc1	14	-18	-6	-10	6	-16	6	1.2	1
Cc1occc1-c1nnc(SCC(=O)Nc2nccs2)n1Cc1ccco1	2	3	2	-6	1	31	0	0.9	1.1
S=C(NC1CCCCC1)c1ccc2c(c1)OCO2	1	8	-2	-8	4	-8	9	1.4	0.9

Compound activity deposited in PubChem BioAssay by several laboratories.
